# Screens from PubChem BioAssay.
# RXFP1 antagonist – antagonists of human relaxin receptor RXFP1; Q9HBX9; HEK293-RXFP1, relaxin-stimulated cAMP HTRF, 30 min; active compounds read low; activity change, negative = inhibition, % at 57.5 µM; 350,000 compounds, 0.59% hits;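 active = activity change of -60% or lower, but not beyond a set lower limit; inconclusive = change between -60% and -40%, or beyond the set limit; inactive = change above -40%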; note: % is set by controls: 0 for no effect and ±100 for the full control effect
# D2 potentiator – D2 dopamine receptor (human) potentiation. P14416. HEK293 T-REx D2, calcium flux, EC20 dopamine potentiation. potentiation, % at 10 µM. 340,000 compounds, 0.34% hits;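 active = potentiation over 3 SD above the plate norm, cut at about 30% in these data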; note: 0% is about no effect
#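 Potentiation of an EC20 dopamine calcium response is measured in a force-coupled, tetracycline-inducible Hek293 Trex D2 line. Compound-only kinetic reads over 180 s flag agonists before dopamine addition.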
# D1 antag – antagonists of human D1 dopamine receptor; P21728; HEK293 TREx D1 cells, calcium flux, dopamine EC80; active compounds read low; activity change, negative = inhibition, % at 10 µM; 360,000 compounds, 3.2% hits; AID 504652; in the data active = activity change below about -30%; note: % is set by controls: 0 for no effect and ±100 for the full control effect
# Target sequence (P21728 whole entry, looked up): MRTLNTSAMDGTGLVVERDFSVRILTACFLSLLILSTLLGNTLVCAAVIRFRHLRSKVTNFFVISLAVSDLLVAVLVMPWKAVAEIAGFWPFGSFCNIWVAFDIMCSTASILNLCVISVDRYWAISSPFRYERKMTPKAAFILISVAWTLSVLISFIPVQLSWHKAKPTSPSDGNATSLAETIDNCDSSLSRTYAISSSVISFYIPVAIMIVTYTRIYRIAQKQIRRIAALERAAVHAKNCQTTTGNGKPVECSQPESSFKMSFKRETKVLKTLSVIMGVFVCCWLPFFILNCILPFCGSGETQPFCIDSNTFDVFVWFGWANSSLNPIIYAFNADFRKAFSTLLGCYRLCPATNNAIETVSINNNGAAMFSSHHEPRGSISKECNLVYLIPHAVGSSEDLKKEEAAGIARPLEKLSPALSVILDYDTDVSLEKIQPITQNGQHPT
#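 HEK293 T-REx cells expressing inducible, force-coupled D1 receptor; no-wash Ca dye, 30–90 min RT. Cmpd → 180 s read at 1 Hz → EC80 DA → 180 s read.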
# D1 PAM – human D1 dopamine receptor positive modulation. P21728. HEK293 TREx D1 cells, calcium flux, dopamine EC20 potentiation. potentiation, % at 10 µM. 360,000 compounds, 0.036% hits. AID 504651; in the data active = potentiation above about 30%; note: 0% is about no effect
# D1 agonist – activates the human D1 dopamine receptor; 360,000 compounds, 1% hits; activation, % at 2 µM; P21728; HEK293 T-REx D1 cells, calcium flux, agonist mode; in the data active = activation above about 30%; note: 0% is about no effect
#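 Tetracycline-induced HEK293 TREx D1 cells, force-coupled to calcium signalling, were dye-loaded with a no-wash calcium kit. Compound was pin-added after a 10 s baseline. Fluorescence was read kinetically at 1 cycle/s for 180 s, with calcium rises flagged as agonism.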
# RXFP1 ag – activates the human relaxin receptor RXFP1; Q9HBX9; HEK293T-RXFP1 cAMP TR-FRET, 30 min; response scale: percent of porcine relaxin response, buffer zero; Potency, µM (doses to about 57.5 µM), for inactives: top-dose activation, hits mostly activators; 370,000 compounds, 0.3% hits; note: potency is the fitted concentration of half-maximal effect; % is set by controls: 0 for no effect and ±100 for the full control effect; nearly all actives have a fitted effect of over 60% in size; many of its hits are not listed in these tables
#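 cAMP rise read by TR-FRET after 30 min, 37C compound exposure (up to 58 uM) in RXFP1-transfected HEK293 cells with Ro 20174 present. EC50 from Hill-equation fits, with 29 nM porcine relaxin as 100% and buffer as basal.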
# Anesthetic bind – candidate novel general anesthetic via apoferritin binding; P02791; 350,000 compounds, 0.074% hits; Potency, µM (highest dose often 77.5 µM), inactives show at the top dose activity change, negative = displacement, usual class: inhibitors; apoferritin/1-aminoanthracene competitive binding, fluorescence; note: potency is the fitted concentration of half-maximal effect; % is set by controls: 0 for no effect and ±100 for the full control effect; nearly all actives have a fitted effect of over 20% in size
# Target sequence (P02791 2-175 limits assumed): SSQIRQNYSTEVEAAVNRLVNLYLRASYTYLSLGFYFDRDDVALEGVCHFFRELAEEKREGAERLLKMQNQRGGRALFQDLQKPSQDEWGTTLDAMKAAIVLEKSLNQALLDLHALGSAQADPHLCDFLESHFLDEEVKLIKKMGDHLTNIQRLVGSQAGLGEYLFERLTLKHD
#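 In PBS, apoferritin at 10 uM is loaded with 1-AMA from a 50% saturated solution. After 10 min of compound exposure at ambient temperature, reduced 535 nm fluorescence indicates probe displacement.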
# TRHR PAM – allosteric enhancers of human TRH receptor; P34981; TRHR cells, fluo-8 calcium fluorescence, EC20 TRH enhancement; enhancement, % at 2 µM; 360,000 compounds, 0.66% hits; in the data active = enhancement above about 30%; note: 0% is about no effect
# Target sequence (P34981 whole entry, looked up): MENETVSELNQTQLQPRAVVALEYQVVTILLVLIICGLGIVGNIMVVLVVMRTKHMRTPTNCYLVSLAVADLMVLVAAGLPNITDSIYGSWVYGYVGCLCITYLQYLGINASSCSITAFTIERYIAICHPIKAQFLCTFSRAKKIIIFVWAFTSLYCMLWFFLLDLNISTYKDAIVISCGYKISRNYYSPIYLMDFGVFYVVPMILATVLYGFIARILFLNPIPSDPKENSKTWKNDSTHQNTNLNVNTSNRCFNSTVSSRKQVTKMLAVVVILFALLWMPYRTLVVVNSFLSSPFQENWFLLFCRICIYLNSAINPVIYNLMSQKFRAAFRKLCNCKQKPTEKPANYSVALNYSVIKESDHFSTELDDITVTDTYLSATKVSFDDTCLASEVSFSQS
#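 TRHR-expressing cells loaded with fluo-8 calcium dye were read kinetically (ex 480/em 530) during compound addition, then stimulated with an EC20 of TRH (10 nM final). Enhancement of the Gq-mediated intracellular calcium response was scored.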
# TRHR agonist – activates the human TRH receptor. TRHR cells, calcium flux fluo-8, FDSS agonist mode. P34981. 360,000 compounds, 0.18% hits. activation, % at 2 µM. AID 493084; in the data active = activation above about 30%; note: 0% is about no effect
#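 Steps: seed TRHR cells overnight; add fluo-8 no-wash Ca dye, RT 30 min–1.5 h; record 10 s baseline; pin-transfer compounds; monitor fluorescence 1 cycle/s for the agonist window. Calcium increases flag candidate agonists.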
# * = called active by the depositor; ? = inconclusive; · = not tested or not shown; [ ] = remark or other dose. Unless noted, calls come from the whole dose curve; as a rule, active = well fitted curve in the direction sought with a large enough effect; inconclusive = small, poorly fitted or top-dose-only effect, or another doubt; inactive = no such curve, though single readings can be large; an effect the other way counts as inactive or inconclusive.
compound	RXFP1 antagonist	D2 potentiator	D1 antag	D1 PAM	D1 agonist	RXFP1 ag	Anesthetic bind	TRHR PAM	TRHR agonist
N/C(=N\OC(=O)CCC(=O)O)c1ncc(C(F)(F)F)cc1Cl	13	-1	4	8	3	-1.2%	-10%	6	0.2
C#CC1(O)CC(C)N(C)C(C)C1 (centres undefined)	-10	4	-5	-4	-1	1.2%	-3%	-3	0.5
CCOC(=O)N1CCN(C(=O)C(CC(C)C)NS(=O)(=O)c2ccc(C)cc2)CC1 (centres undefined)	5	-10	-10	6	2	2.5%	·	-3	-0.6
Cc1ccc(/C=N/NC(=O)c2nnn(-c3nonc3N)c2CSc2ccccc2)o1	10	3	-13	-4	5	-0.1%	-10%	5	0.0
CCOC(=O)c1c(-c2ccc(OC)c(OC)c2)csc1NC(=O)c1ccc(C)cc1	·	13	-10	-7	2	15%	-3%	7	0.8
CCN(CC)S(=O)(=O)c1ccc2oc(C(=O)NCc3ccc(C)cc3)c(C)c2c1	11	-8	11	-1	6	-0.3%	-23%	4	1.2
O=C(O)c1ccc2c(=O)n(Cc3ccccc3)c(SCc3ccc([N+](=O)[O-])cc3)nc2c1	0	4	5	-6	0	1.3%	4%	3	-0.7
O=C(NC1CCCC1)C1CCCN(S(=O)(=O)c2cnc[nH]2)C1 (centres undefined)	·	·	-2	·	2	-0.9%	0%	5	0.5
COc1ccc(C(Cl)=C(c2ccc(OC)cc2)c2ccc(OC)cc2)cc1	-11	-5	-16	-3	5	0.6%	46%[activator]	-4	-0.3
COc1cc(/C=C/C(=O)OCC(=O)Nc2ccc(S(=O)(=O)N3CCCC3)cc2)ccc1O	3	-12	17	-2	3	-0.2%	-22%	2	0.2
CC(=O)NN1C(=O)/C(=C\c2ccccc2)SC1=S	-1	1	4	-9	1	1.4%	?	7	-0.1
O=C(CCN1C(=O)c2ccccc2C1=O)C1=NN[C@@H]2C(=O)N(c3ccc(F)cc3)C(=O)[C@H]12	3	24	-9	1	0	4.7%	-21%	5	0.0
CO/N=C/NC(=O)N1OC[C@@H]2COc3ccc4ccccc4c3[C@@H]21	-4	-2	4	-8	5	-0.9%	-23%	-2	0.5
COc1cccc(OC)c1CNC(=O)C1CCC(=O)N(CC2CCCCC2)C1 (centres undefined)	-2	-4	5	1	3	1.9%	-7%	-8	-0.5
CC(=O)c1ccccc1NC(=O)COC(=O)C1=NN(c2ccccc2)C(=O)CC1	10	6	-2	-3	4	1.0%	·	-4	0.0
CNC(=S)/N=C/NOCc1c(Cl)cccc1Cl	-6	10	8	-6	16	0.7%	-22%	-3	-0.1
Cc1ccc(N2CC(C(=O)N3CCN(c4ccccc4)CC3)CC2=O)cc1 (centres undefined)	-3	0	-16	-1	0	0.3%	-7%	1	-0.4
COc1ccc(/C=N/N=C2\SC(CC(=O)O)C(=O)N2c2ccccc2)cc1 (centres undefined)	20	2	13	-6	3	0.3%	3%	3	0.5
Cc1ccc(-c2cc(C(=O)Nc3cccnc3)c3ccccc3n2)s1	3	-14	3	1	0	7.2%	196%[activator]	7	0.2
CCC(=O)c1ccc(OCC(=O)OCC(=O)c2cc(C)n(C)c2C)cc1	-2	8	13	13	-1	3.9%	-4%	20	1.2
Cc1ccccc1NC(=O)c1cnn(-c2ccccc2)c1NC(=O)c1ccco1	-10	2	6	-2	-1	-1.0%	-7%	-2	-0.2
COc1ccc(/C(CC2(O)C(=O)Nc3ccccc32)=N\O)cc1 (centres undefined)	7	-4	15	1	0	-0.1%	35%[activator]	-5	-1.4
O=C(COC(=O)CCC(=O)c1ccc(Cl)cc1)NCCc1ccccc1	-6	·	22	-4	3	-1.9%	-7%	-1	-0.8
CCCC(=Nc1ccc(N)cc1)C1=C(O)C(C(=O)OC)C(C)(C)CC1=O (centres undefined)	5	-9	7	-2	-1	-4.8%	119%[activator]	-1	-0.2
CC(=O)c1ccccc1NC(=O)COC(=O)CN1C(=O)C2CCCCC2C1=O (centres undefined)	1	-1	-3	0	4	-0.2%	·	-9	-0.2
O=C(NCCc1ccc(F)cc1)c1ccc(S(=O)(=O)N2CCCCC2)cc1	-18	·	5	-5	4	-0.1%	·	-4	-0.1
CNC(=S)N/N=C/c1c(C)c(C(=O)c2ccc(F)cc2)n2ccccc12	-6	-5	-24	-4	2	-0.5%	-5%	-1	0.5
Cc1cccc(N(C(=O)Cn2nnc(-c3ccccc3F)n2)C(C(=O)NC(C)(C)C)c2ccncc2)c1 (centres undefined)	-8	2	7	-4	4	1.1%	-5%	4	0.6
COc1ccc(NC(=O)C2CCCNC2=O)cc1 (centres undefined)	-1	-1	9	1	2	0.0%	5%	1	0.0
COc1ccc(-c2nnn(CC(=O)N(C3CCCCC3)C(C)C(=O)NC3CCCC3)n2)cc1OC (centres undefined)	0	2	-17	-2	2	3.2%	-21%	-8	-0.5

# Ordered by the number under D1 agonist (falling): 4 from the list above
molecule | D1 agonist
CNC(=S)/N=C/NOCc1c(Cl)cccc1Cl | 16
COc1ccc(NC(=O)C2CCCNC2=O)cc1 (centres undefined) | 2
COc1ccc(/C(CC2(O)C(=O)Nc3ccccc32)=N\O)cc1 (centres undefined) | 0
CCC(=O)c1ccc(OCC(=O)OCC(=O)c2cc(C)n(C)c2C)cc1 | -1

# A different layout for some results above:
# Below each SMILES: RXFP1 antagonist | D2 potentiator | D1 antag | D1 PAM | D1 agonist | RXFP1 ag | Anesthetic bind | TRHR PAM | TRHR agonist
- CNC(=S)N/N=C/c1c(C)c(C(=O)c2ccc(F)cc2)n2ccccc12
  -6 | -5 | -24 | -4 | 2 | -0.5% | -5% | -1 | 0.5
- COc1ccc(/C=N/N=C2\SC(CC(=O)O)C(=O)N2c2ccccc2)cc1 (centres undefined)
  20 | 2 | 13 | -6 | 3 | 0.3% | 3% | 3 | 0.5
- Cc1ccc(-c2cc(C(=O)Nc3cccnc3)c3ccccc3n2)s1
  3 | -14 | 3 | 1 | 0 | 7.2% | 196%[activator] | 7 | 0.2
- O=C(NCCc1ccc(F)cc1)c1ccc(S(=O)(=O)N2CCCCC2)cc1
  -18 | · | 5 | -5 | 4 | -0.1% | · | -4 | -0.1

# Remaining list, next part
# Screens by letter: A = RXFP1 antagonist; B = D2 potentiator; C = D1 antag; D = D1 PAM; E = D1 agonist; F = RXFP1 ag; G = Anesthetic bind; H = TRHR PAM; I = TRHR agonist
Compound: Cc1ccc(-n2nc(C(=O)NCCc3cccc(C)c3)c3c4ccccc4n(C)c3c2=O)cc1
  A: -1 | B: 14 | C: -10 | D: -3 | E: 4 | F: -1.8% | G: -6% | H: 16 | I: -1.3

Compound: CCn1c(NCc2ccc3c(c2)OCO3)nc2ccccc21
  A: 8 | B: -10 | C: -2 | D: -6 | E: 6 | F: 0.6% | G: ? | H: 8 | I: -0.3

Compound: CCC(C)CCN1CCN=C1Nc1ccccc1 (centres undefined)
  A: · | B: -10 | C: -5 | D: -5 | E: 2 | F: -2.0% | G: · | H: 3 | I: 0.4

Compound: Cc1ccc2c(c1)CCCN2C(=O)Nc1ccc2c(c1)OCO2
  A: -1 | B: 0 | C: -15 | D: -3 | E: 1 | F: 0.3% | G: -1% | H: 4 | I: -0.5

Compound: Cc1ccc(C)c(NC(=O)C2CCCN(S(=O)(=O)c3c(C)nn(C)c3C)C2)c1 (centres undefined)
  A: 2 | B: -1 | C: 0 | D: 0 | E: 2 | F: 2.6% | G: -17% | H: 0 | I: 30*

Compound: Cc1ccc(NC(=O)c2ccc3nc[nH]c3c2)cc1C
  A: 1 | B: -11 | C: -9 | D: -6 | E: 3 | F: -0.6% | G: 9% | H: 3 | I: 0.2

Compound: Cc1cc(C)cc(N2CCn3c2nc2c3c(=O)n(Cc3ccc(Cl)cc3)c(=O)n2C)c1
  A: 17 | B: -3 | C: 4 | D: 0 | E: -1 | F: -0.2% | G: 6% | H: -5 | I: -0.3

Compound: COc1cccc(-c2nc(CS(=O)CC(=O)NCCc3ccc(C)cc3)c(C)o2)c1 (centres undefined)
  A: -7 | B: 7 | C: 7 | D: 1 | E: 0 | F: 3.2% | G: -3% | H: -4 | I: -0.4

Compound: Nc1cc(N2CCCC2)ccc1[N+](=O)[O-]
  A: -6 | B: -3 | C: -10 | D: 4 | E: 0 | F: 2.6% | G: -8% | H: 3 | I: -0.3

Compound: CCn1nc(C)cc1C(=O)NC1CCCc2c1cnn2-c1ccc(C)c(C)c1 (centres undefined)
  A: -14 | B: 16 | C: -22 | D: -4 | E: 5 | F: 2.3% | G: ? | H: 6 | I: 1.5

# Complete entries as entered above. Order of screens: RXFP1 antagonist	D2 potentiator	D1 antag	D1 PAM	D1 agonist	RXFP1 ag	Anesthetic bind	TRHR PAM	TRHR agonist
# Profile of CCC(C)CCN1CCN=C1Nc1ccccc1 (centres undefined) : ·	-10	-5	-5	2	-2.0%	·	3	0.4
# Profile of CCn1nc(C)cc1C(=O)NC1CCCc2c1cnn2-c1ccc(C)c(C)c1 (centres undefined) : -14	16	-22	-4	5	2.3%	?	6	1.5

# Additional structures:
# Screens by letter: A = RXFP1 antagonist; B = D2 potentiator; C = D1 antag; D = D1 PAM; E = D1 agonist; F = RXFP1 ag; G = Anesthetic bind; H = TRHR PAM; I = TRHR agonist
Compound: O=C(CC(=O)NCCc1ccccc1)NCCc1ccccc1
  A: 2 | B: -6 | C: -5 | D: -4 | E: 2 | F: 2.0% | G: -2% | H: 16 | I: -0.1

Compound: CC(=O)N1CCN(c2nc3c(C)ccc(Cl)c3s2)CC1
  A: · | B: -7 | C: · | D: 4 | E: -4 | F: 2.0% | G: -3% | H: 6 | I: -0.5

Compound: Cc1ccnc(NC(=O)CNC(=O)c2ccc(C)s2)c1
  A: -7 | B: -6 | C: 2 | D: -4 | E: 3 | F: -2.7% | G: · | H: -3 | I: 0.4

Compound: CCOC(=O)c1c(NC(=O)CCN2C(=O)c3ccccc3C2=O)sc(C(=O)OC(C)C)c1C
  A: 0 | B: 8 | C: 5 | D: 6 | E: 0 | F: 0.9% | G: -6% | H: 2 | I: -0.1

Compound: COc1ccc(/C=C2\SC(=S)N(CCC(=O)Nc3ccccn3)C2=O)cc1OC
  A: -4 | B: 11 | C: -19 | D: · | E: 5 | F: -1.4% | G: 0% | H: 0 | I: -1.0

Compound: Cn1c2c(c(=O)n(C)c1=O)C(NC(=O)c1cccs1)(C(F)(F)F)C(=O)N2 (centres undefined)
  A: 11 | B: 0 | C: 1 | D: -2 | E: 4 | F: 0.4% | G: -5% | H: -3 | I: -0.2

# An excerpt. The share of hits here may be higher or lower than overall.
